Y pestis TopoI – inhibitors of Yersinia pestis topoisomerase I; 360,000 compounds, 0.064% hits; activity, % at 10 µM; Y. pestis Topo-I cleavage product accumulation, plate reader; in the data active means activity above about 50%, passing the limit was not always enough; inconclusive means no clear call, values can overlap the other calls; further: inactives centre near 2
BoNT-F LC inh – inhibitors of Botulinum neurotoxin F light chain protease. Multiplex microsphere protease cleavage assay, flow cytometry. inhibition, % at 10 µM. 360,000 compounds, 0.22% hits. AID 588497; in the data active means inhibition above about 35%, passing the limit was not always enough; inconclusive means no clear call, values can overlap the other calls; further: plate controls were buffer without enzyme for full effect and enzyme alone for no effect
CCHFV vOTU inh – CCHFV vOTU protease inhibition | Pep-AMC fluorescence | inhibition, % at 11.5 µM | 370,000 compounds, 0.55% hits; in the data active means inhibition above about 30%; further: 0% = vehicle wells with enzyme and 100% = no enzyme wells
BoNT A protease – blocks Botulinum neurotoxin A light chain protease | inhibition, % at 10 µM | multiplex microsphere protease substrate cleavage, flow cytometry | 360,000 compounds, 0.17% hits; further: plate controls were buffer without enzyme for full effect and enzyme alone for no effect
FadD28 FP inh – inhibitors of Mycobacterium tuberculosis FadD28 bisubstrate binding; FadD28 bisubstrate probe binding, fluorescence polarization; inhibition, % at 12.5 µM; 360,000 compounds, 0.22% hits; in the data active means inhibition above about 8.5%, passing the limit was not always enough; inconclusive means no clear call, values can overlap the other calls
PfHsp40 yeast – rescue of PfHsp40-mediated yeast toxicity. S. cerevisiae expressing PfHsp40, growth rescue, ATP luminescence. growth rescue, % at 12.5 µM. 340,000 compounds, 0.68% hits; in the data active means growth rescue above about 28%, passing the limit was not always enough; inconclusive means no clear call, values can overlap the other calls;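 further: yeast W303a lacking pdr1 and pdr3 grown in galactose medium; growth measured after three days at 30 °C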
Anthrax LF prot – inhibitors of Bacillus anthracis lethal factor protease; P15917; multiplex microsphere protease cleavage assay, LF; inhibition, % at 10 µM; 360,000 compounds, 0.12% hits; AID 588501; further: plate controls were buffer without enzyme for full effect and enzyme alone for no effect
PrPC surface inh – inhibitors of human cell surface prion protein PrPC; P04156; TR-FRET read-out; inhibition, % at 13.8 µM; 370,000 compounds, 0.43% hits; AID 720596; in the data active means inhibition above about 24%; further: 0% = median of the test wells and 100% = reference compound wells
TcdB inh – inhibitors of Clostridioides difficile toxin B glycohydrolase | P18177 | TcdB glycohydrolase enzymatic assay, plate reader | inhibition, % at 9.99 µM | 350,000 compounds, 0.24% hits | AID 652162; in the data active means inhibition above about 10%
Target sequence (P18177 whole entry, looked up): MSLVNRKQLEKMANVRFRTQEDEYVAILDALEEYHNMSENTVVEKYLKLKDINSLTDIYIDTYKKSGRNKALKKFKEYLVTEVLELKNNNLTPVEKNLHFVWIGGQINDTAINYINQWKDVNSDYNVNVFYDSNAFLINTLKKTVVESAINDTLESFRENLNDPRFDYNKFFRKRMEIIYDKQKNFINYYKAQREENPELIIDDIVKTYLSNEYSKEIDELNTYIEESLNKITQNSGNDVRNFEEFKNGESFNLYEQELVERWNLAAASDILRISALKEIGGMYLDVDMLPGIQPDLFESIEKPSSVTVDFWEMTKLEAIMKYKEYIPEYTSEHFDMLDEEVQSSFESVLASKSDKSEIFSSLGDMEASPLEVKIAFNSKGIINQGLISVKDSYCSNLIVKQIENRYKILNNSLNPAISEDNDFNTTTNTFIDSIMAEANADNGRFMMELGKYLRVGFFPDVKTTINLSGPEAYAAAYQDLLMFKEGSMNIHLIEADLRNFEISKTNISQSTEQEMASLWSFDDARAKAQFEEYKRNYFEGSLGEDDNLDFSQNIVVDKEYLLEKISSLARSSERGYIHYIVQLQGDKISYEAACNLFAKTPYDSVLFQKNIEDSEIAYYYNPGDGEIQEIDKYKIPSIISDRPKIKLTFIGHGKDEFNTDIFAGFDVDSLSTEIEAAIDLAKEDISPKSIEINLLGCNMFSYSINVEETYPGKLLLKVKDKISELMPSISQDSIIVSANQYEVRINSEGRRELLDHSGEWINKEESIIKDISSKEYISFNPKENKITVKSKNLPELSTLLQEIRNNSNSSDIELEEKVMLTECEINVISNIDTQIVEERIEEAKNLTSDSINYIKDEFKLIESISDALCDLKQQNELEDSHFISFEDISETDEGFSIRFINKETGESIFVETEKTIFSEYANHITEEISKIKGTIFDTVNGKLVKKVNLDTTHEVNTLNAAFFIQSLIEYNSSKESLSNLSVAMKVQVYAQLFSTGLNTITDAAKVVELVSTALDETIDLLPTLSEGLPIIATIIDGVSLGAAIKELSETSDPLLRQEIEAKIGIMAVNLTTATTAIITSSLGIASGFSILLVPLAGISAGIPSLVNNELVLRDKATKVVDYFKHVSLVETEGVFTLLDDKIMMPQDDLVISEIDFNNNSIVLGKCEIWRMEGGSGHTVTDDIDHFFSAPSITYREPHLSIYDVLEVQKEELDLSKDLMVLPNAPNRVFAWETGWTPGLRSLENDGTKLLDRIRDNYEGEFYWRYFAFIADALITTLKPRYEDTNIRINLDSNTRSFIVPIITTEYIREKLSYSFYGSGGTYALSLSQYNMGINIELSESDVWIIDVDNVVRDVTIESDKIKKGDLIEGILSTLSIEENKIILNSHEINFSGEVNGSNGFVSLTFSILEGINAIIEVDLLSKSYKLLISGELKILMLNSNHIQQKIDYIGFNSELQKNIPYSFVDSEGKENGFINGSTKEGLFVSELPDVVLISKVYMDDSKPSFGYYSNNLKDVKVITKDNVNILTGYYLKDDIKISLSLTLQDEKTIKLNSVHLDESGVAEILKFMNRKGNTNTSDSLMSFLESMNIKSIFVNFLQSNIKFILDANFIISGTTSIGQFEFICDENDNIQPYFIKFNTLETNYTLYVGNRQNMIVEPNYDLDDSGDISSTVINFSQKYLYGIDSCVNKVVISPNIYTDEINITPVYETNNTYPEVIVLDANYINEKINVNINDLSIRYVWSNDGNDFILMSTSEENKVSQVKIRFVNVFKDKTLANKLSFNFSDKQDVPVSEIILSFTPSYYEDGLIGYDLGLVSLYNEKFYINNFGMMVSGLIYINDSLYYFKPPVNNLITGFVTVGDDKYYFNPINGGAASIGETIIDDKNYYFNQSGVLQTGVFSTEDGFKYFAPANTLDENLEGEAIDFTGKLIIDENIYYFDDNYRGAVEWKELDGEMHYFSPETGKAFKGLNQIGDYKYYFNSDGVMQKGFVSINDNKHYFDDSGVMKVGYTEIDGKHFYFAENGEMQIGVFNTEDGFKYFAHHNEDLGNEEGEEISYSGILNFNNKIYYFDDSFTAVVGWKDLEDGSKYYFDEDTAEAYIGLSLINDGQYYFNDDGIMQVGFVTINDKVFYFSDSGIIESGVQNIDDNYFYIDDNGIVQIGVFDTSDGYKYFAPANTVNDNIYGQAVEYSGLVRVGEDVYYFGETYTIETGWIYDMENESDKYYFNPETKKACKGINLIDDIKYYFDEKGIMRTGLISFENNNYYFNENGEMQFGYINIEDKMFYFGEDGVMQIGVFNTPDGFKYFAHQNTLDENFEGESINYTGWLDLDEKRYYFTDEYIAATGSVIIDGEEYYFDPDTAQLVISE
* marks the source's active call; other numbers are inactive results; ? = inconclusive; nt = no result given. Unless noted, no stated cut-off is given here; in the data, active means inhibition above about 30%; inconclusive means no clear call, values can overlap the other calls; inactive means below that.

entry	mol	Y pestis TopoI	BoNT-F LC inh	CCHFV vOTU inh	BoNT A protease	FadD28 FP inh	PfHsp40 yeast	Anthrax LF prot	PrPC surface inh	TcdB inh
1	O=C(O)c1ccccc1N/N=C/c1cc(Br)cc(Br)c1O	-16	-6	0	-1.1	3.5	1.4	-7	-3	0.3
2	COc1cc(C2=CCN(C(C)=O)CC2)ccc1OC(C)=O	5	6	-2	-0.2	-3.7	-0.4	-1	0	nt
3	CCOc1cc(N2CCOCC2)c(OCC)cc1NC(=O)c1c(-c2ccccc2)noc1C	16	nt	7	nt	0.8	-0.8	nt	-5	0.8
4	COCCn1c(SCC(=O)NNC(=O)c2ccccc2)nc2ccccc2c1=O	-3	-1	-6	-0.5	-1.9	-2.5	-1	0	0.7
5	COCC(=O)Nc1nc2ccccc2s1	1	-3	1	-0.9	-2.3	0.4	-4	10	nt
6	Cc1nc2ccccc2c(=O)n1/N=C/c1ccc(O)cc1	2	-6	9	-1.6	-0.8	-1.7	-4	4	1.7
7	CCOc1cc(N2CCOCC2)c(OCC)cc1NC(=O)C(NC(=O)c1c(F)cccc1F)C(C)C (stereo not given)	-2	3	20	0.7	-1.3	-0.8	-11	-2	0.1
8	COc1cc(C(=S)N2CCCC2)cc(OC)c1OS(=O)(=O)c1ccc(NC(C)=O)cc1	-11	6	-2	0.9	-0.8	-0.8	0	-2	-2.5
9	CC(=O)Nc1ccc(Sc2ncccc2C(=O)Nc2ccc(F)cc2)cn1	1	4	-12	-0.3	-2.2	-0.8	-3	-4	0.7
10	CS(=O)(=O)NCc1nnc(SCc2ccc(C(F)(F)F)cc2)o1	-2	-8	-12	-0.5	-1.3	0.5	-9	9	2.8
11	Cc1cc(C(=O)COC(=O)c2ccc(O)cc2O)c(C)n1C(C)C	-4	8	3	-0.4	-4.4	-0.1	1	10	0.2
12	CCN(CC(=O)Nc1ccc(NC(C)=O)cc1)C(=O)c1oc2c(ccc3ccccc32)c1C	26	-8	-9	0.6	0.7	1.2	-3	8	1.8
13	O=C(OCc1ccccc1)N1C[C@H](O)[C@H](O)C[C@@H]1c1c(Cl)cccc1Br	nt	-27	-1	-3.1	-2.0	nt	6	3	1.6
14	CC(=O)Nc1sc(N/N=C\c2ccc(O)cc2)nc1-c1cccs1	-9	0	-2	0.0	-0.3	0.6	0	-2	-0.1
15	O=C(c1ccccc1)N1CCN(C2CC(=O)N(CCc3ccccc3)C2=O)CC1 (stereo not given)	-2	4	8	0.0	-0.4	-0.7	-4	2	1.0

Compounds 9–15 of the list above:
entry	mol	Y pestis TopoI	BoNT-F LC inh	CCHFV vOTU inh	BoNT A protease	FadD28 FP inh	PfHsp40 yeast	Anthrax LF prot	PrPC surface inh	TcdB inh
9	CC(=O)Nc1ccc(Sc2ncccc2C(=O)Nc2ccc(F)cc2)cn1	1	4	-12	-0.3	-2.2	-0.8	-3	-4	0.7
10	CS(=O)(=O)NCc1nnc(SCc2ccc(C(F)(F)F)cc2)o1	-2	-8	-12	-0.5	-1.3	0.5	-9	9	2.8
11	Cc1cc(C(=O)COC(=O)c2ccc(O)cc2O)c(C)n1C(C)C	-4	8	3	-0.4	-4.4	-0.1	1	10	0.2
12	CCN(CC(=O)Nc1ccc(NC(C)=O)cc1)C(=O)c1oc2c(ccc3ccccc32)c1C	26	-8	-9	0.6	0.7	1.2	-3	8	1.8
13	O=C(OCc1ccccc1)N1C[C@H](O)[C@H](O)C[C@@H]1c1c(Cl)cccc1Br	nt	-27	-1	-3.1	-2.0	nt	6	3	1.6
14	CC(=O)Nc1sc(N/N=C\c2ccc(O)cc2)nc1-c1cccs1	-9	0	-2	0.0	-0.3	0.6	0	-2	-0.1
15	O=C(c1ccccc1)N1CCN(C2CC(=O)N(CCc3ccccc3)C2=O)CC1 (stereo not given)	-2	4	8	0.0	-0.4	-0.7	-4	2	1.0

Other results
entry	mol	Y pestis TopoI	BoNT-F LC inh	CCHFV vOTU inh	BoNT A protease	FadD28 FP inh	PfHsp40 yeast	Anthrax LF prot	PrPC surface inh	TcdB inh
16	CC(C)n1c(C(O)c2ccc3c(c2)OCO3)nc2ccccc21 (stereo not given)	4	-6	0	0.3	-0.2	4.2	-4	1	nt
17	Cc1cccc(OCCSc2nncn2C)c1	10	-3	3	0.0	-4.5	1.6	1	1	0.6
18	O=C(O)Cc1csc(-c2cccc(F)c2)n1	1	4	2	-0.8	-3.2	-0.2	-9	3	0.4
19	CCC(C)N(C(=O)Cn1nnc2ccccc21)C(C(=O)Nc1ccc(F)cc1)c1cccc(OC)c1 (stereo not given)	0	6	-4	0.9	-1.4	2.0	15	7	nt
20	Cc1nn2c(NCc3ccccn3)c3c(nc2c1-c1ccccc1)CCC3	12	-10	-14	0.3	-2.6	nt	3	3	0.2
21	CCC(=O)N1C(C(=O)NCc2ccc(OC)cc2)CSC1c1ccc(OC)cc1 (stereo not given)	3	-4	-6	2.6	-1.2	-0.5	3	5	0.8
22	COc1ccc(CNC(=O)c2sc(=O)n(Cc3cc(Cl)ccc3OC)c2C)cc1	31	6	3	0.0	-2.4	nt	-3	-5	1.0
23	CC1CC(=O)C2=C(C1)OC(N)=C(C#N)C2c1coc2ccccc2c1=O (stereo not given)	-6	-2	2	0.6	-5.2	0.3	-7	1	nt
24	O=C(COC(=O)c1cncc(Br)c1)NCc1ccccc1Cl	-4	4	1	11	-0.2	-1.6	6	-1	0.7
25	CCOc1cc(-c2nc(-c3ccc(C)nc3OC)no2)cc(OCC)c1OCC	-2	-3	-2	-0.4	-1.8	0.9	-7	4	nt
26	CCCc1cc(C(=O)Nc2cccc(-c3nn[nH]n3)c2)sc1C	3	-2	11	-0.3	-13	nt	-7	-4	-1.4
27	O=C(Nc1ccc(N2CCOCC2)cc1)c1cn2ccccc2n1	9	-4	-4	-0.1	-0.7	-0.1	-1	-1	nt
28	O=C(CSc1ccc(Br)cc1)NCC1CCCO1 (stereo not given)	-2	-9	2	-0.4	-0.7	-0.9	-1	2	1.0
29	FC(F)(F)c1ccccc1NC(=S)N1CCN(c2ccccn2)CC1	7	1	5	-0.3	-4.9	0.2	-4	1	-1.9
30	CCOC(=O)COc1ccc(S(=O)(=O)NCc2ccncc2)cc1	2	1	-4	-1.3	-3.1	-0.8	1	7	nt
31	CS/C(=C\[N+](=O)[O-])Nc1ccc(OC(F)(F)F)cc1	-6	3	-172	0.3	-4.0	-0.6	-1	-1	1.9
32	CN1CCN(C(=O)c2ccc(Cc3cn(C)c4ccccc34)nc2)CC1	-1	-4	-5	0.1	-4.8	nt	1	-3	-0.7
33	COc1ccccc1Nc1ccc(NC(=O)c2cccc([N+](=O)[O-])c2C)cc1	-26	?	2	1.0	-4.2	1.4	7	-2	0.6
34	CCOC(=O)C1CCN(/C=C2\C(=O)NC(=S)N(CC)C2=O)CC1	-1	-2	9	0.1	0.1	-1.0	1	-2	0.2
35	COc1ccc(NC(C)=O)cc1NC(=O)c1cccc(S(=O)(=O)N2CCN(Cc3ccccc3)CC2)c1	47	3	2	1.5	-1.4	0.9	?	-3	2.4
36	Cc1noc(C)c1COc1cccc(C(=O)Nc2ccc(OCc3ccccc3)cc2)c1	30	-9	5	0.9	-3.8	7.0	-2	15	nt
37	CC(C)C1N(C(=O)CN2CCCCC2)CCN1S(=O)(=O)c1ccccc1 (stereo not given)	3	-2	1	-0.1	-2.8	-0.4	-3	-6	0.8
38	CCOC(=O)N1CCN(C(=O)CCc2ccccc2)CC1	9	?	-9	-2.2	-0.9	0.0	-8	-3	1.4
39	COc1cc(/C=N/NC(=O)c2cccc3ccccc23)ccc1OCC(N)=O	3	-8	6	-1.1	1.9	-0.5	-3	-3	-0.1
40	O=C(O)c1sc(C(=O)O)c(-c2ccccc2)c1-c1ccccc1	-5	-2	8	-0.6	-2.3	nt	-7	2	2.0
41	CCOC(=O)c1cc([N+](=O)[O-])cc([N+](=O)[O-])c1Sc1ncnc2nc[nH]c12	-4	-7	6	-0.2	-0.3	-0.8	-3	-5	-0.7
42	CCOC(=O)c1cnc2c(c(C)nn2CC)c1NC1CC1	11	-11	-2	-0.3	-0.7	0.8	-3	-1	-1.0
43	CC(C)N(C)CCOC(=O)c1ccccc1Br	0	-3	9	-0.5	-1.1	-0.3	1	10	nt
44	O=C(Nc1ccc(O)cc1)c1cc2n(n1)C(C(F)(F)F)CC(c1ccco1)N2 (stereo not given)	-12	-5	10	-0.2	1.3	-0.4	-4	15	nt
45	COc1cccc(-n2nnc3c(=O)n(CC(=O)NCC4CCCO4)cnc32)c1 (stereo not given)	3	-3	1	0.0	-3.1	0.2	-2	-9	-0.4

A different layout for part of the listing above.
[20] Cc1nn2c(NCc3ccccn3)c3c(nc2c1-c1ccccc1)CCC3
  Y pestis TopoI = 12 | BoNT-F LC inh = -10 | CCHFV vOTU inh = -14 | BoNT A protease = 0.3 | FadD28 FP inh = -2.6 | PfHsp40 yeast = nt | Anthrax LF prot = 3 | PrPC surface inh = 3 | TcdB inh = 0.2

[21] CCC(=O)N1C(C(=O)NCc2ccc(OC)cc2)CSC1c1ccc(OC)cc1 (stereo not given)
  Y pestis TopoI = 3 | BoNT-F LC inh = -4 | CCHFV vOTU inh = -6 | BoNT A protease = 2.6 | FadD28 FP inh = -1.2 | PfHsp40 yeast = -0.5 | Anthrax LF prot = 3 | PrPC surface inh = 5 | TcdB inh = 0.8

[22] COc1ccc(CNC(=O)c2sc(=O)n(Cc3cc(Cl)ccc3OC)c2C)cc1
  Y pestis TopoI = 31 | BoNT-F LC inh = 6 | CCHFV vOTU inh = 3 | BoNT A protease = 0.0 | FadD28 FP inh = -2.4 | PfHsp40 yeast = nt | Anthrax LF prot = -3 | PrPC surface inh = -5 | TcdB inh = 1.0

[23] CC1CC(=O)C2=C(C1)OC(N)=C(C#N)C2c1coc2ccccc2c1=O (stereo not given)
  Y pestis TopoI = -6 | BoNT-F LC inh = -2 | CCHFV vOTU inh = 2 | BoNT A protease = 0.6 | FadD28 FP inh = -5.2 | PfHsp40 yeast = 0.3 | Anthrax LF prot = -7 | PrPC surface inh = 1 | TcdB inh = nt

The listing continues.
entry	mol	Y pestis TopoI	BoNT-F LC inh	CCHFV vOTU inh	BoNT A protease	FadD28 FP inh	PfHsp40 yeast	Anthrax LF prot	PrPC surface inh	TcdB inh
46	c1ccc(-c2cnnc(SCc3cn4cccnc4n3)n2)cc1	-3	3	4	0.3	-3.6	-0.3	4	-19	nt
47	Cc1ccc(C)c(NC2=NC3(CCCCC3)N=C(N)N2)c1	9	-7	-4	0.9	-0.1	-1.2	-4	2	-0.1
48	CC1CCN(S(=O)(=O)c2cn(CC(=O)N3CCN(c4cccc(C(F)(F)F)c4)CC3)cn2)CC1	30	-5	nt	-0.1	-0.6	1.5	-5	nt	nt
49	COc1ccccc1NC(=O)CN1CCN(CC(=O)Nc2ccc(F)cc2)CC1	3	-8	6	-0.5	1.2	0.7	0	-5	nt
50	COc1ccc(/C=C(\C)C(=O)c2c(C)cc(C)[nH]c2=O)cc1	4	?	0	-3.8	-3.8	-0.9	2	-5	0.5
51	Cc1c(C(=O)NCc2ccccc2C(F)(F)F)sc(=O)n1Cc1ccc(S(=O)(=O)N(C)C)cc1	31	3	1	-0.2	-2.6	nt	-4	5	1.1
52	NS(=O)(=O)c1ccc(Sc2nc3ccccc3s2)c([N+](=O)[O-])c1	-13	nt	8	nt	-0.5	-0.2	nt	-15	0.3
53	CC(=NNC(=S)N1CC2CCC(CC2)C1)c1ccccn1	11	60*	19	29	0.1	nt	52*	-2	0.7
54	CC(C)(C)OC(=O)C[C@H]1C/C=C\C[C@H](CC(=O)N[C@@H](CO)Cc2ccccc2)C(=O)N[C@H](C(C)(C)C)COC1=O	20	-5	1	0.0	-2.1	0.6	3	2	1.0
55	COc1ccc(-n2nnnc2CNC(=O)c2c(-c3ccccc3Cl)noc2C)cc1	-1	3	11	0.3	-3.2	nt	-5	-1	2.3
56	COc1ccc(NC(=O)CSc2nnc(Cc3ccc(C)cc3)c(=O)n2N)cc1OC	13	10	6	1.7	-4.0	-1.4	-5	-7	0.8
57	Cc1c(C(=O)NCc2cccnc2)oc2ccc(S(=O)(=O)N3CCC4(CC3)OCCO4)cc12	-3	-6	4	-0.6	-2.3	0.7	-4	12	nt
58	Cc1ccc2c(c1)[C@H]1[C@H](CO2)[C@H](c2ccccc2)[C@]2(C)C(=O)N(Cc3ccccc3)CC(=O)N12	-2	1	8	0.8	-0.8	0.5	-9	-1	0.1
